Screening results deposited in PubChem by several laboratories.
IDE cell inh – inhibitors of human insulin-degrading enzyme in cells. P14735. HEK cells, FAbetaB cleavage, fluorescence polarization. inhibition, % at 5.59 µM. 320,000 compounds, 0.41% hits;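 active means percent inhibition above the average of all tested compounds plus 3 SD, set per screening campaign, cut at about 16% in these data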;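 further: IDE supplied by intact live HEK cells; FP after avidin binding of uncleaved biotin substrate so inhibition keeps polarization high; 0% = DMSO wells and 100% = 60 µM reference IDE inhibitor Ii1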
Target sequence (P14735 whole entry, looked up): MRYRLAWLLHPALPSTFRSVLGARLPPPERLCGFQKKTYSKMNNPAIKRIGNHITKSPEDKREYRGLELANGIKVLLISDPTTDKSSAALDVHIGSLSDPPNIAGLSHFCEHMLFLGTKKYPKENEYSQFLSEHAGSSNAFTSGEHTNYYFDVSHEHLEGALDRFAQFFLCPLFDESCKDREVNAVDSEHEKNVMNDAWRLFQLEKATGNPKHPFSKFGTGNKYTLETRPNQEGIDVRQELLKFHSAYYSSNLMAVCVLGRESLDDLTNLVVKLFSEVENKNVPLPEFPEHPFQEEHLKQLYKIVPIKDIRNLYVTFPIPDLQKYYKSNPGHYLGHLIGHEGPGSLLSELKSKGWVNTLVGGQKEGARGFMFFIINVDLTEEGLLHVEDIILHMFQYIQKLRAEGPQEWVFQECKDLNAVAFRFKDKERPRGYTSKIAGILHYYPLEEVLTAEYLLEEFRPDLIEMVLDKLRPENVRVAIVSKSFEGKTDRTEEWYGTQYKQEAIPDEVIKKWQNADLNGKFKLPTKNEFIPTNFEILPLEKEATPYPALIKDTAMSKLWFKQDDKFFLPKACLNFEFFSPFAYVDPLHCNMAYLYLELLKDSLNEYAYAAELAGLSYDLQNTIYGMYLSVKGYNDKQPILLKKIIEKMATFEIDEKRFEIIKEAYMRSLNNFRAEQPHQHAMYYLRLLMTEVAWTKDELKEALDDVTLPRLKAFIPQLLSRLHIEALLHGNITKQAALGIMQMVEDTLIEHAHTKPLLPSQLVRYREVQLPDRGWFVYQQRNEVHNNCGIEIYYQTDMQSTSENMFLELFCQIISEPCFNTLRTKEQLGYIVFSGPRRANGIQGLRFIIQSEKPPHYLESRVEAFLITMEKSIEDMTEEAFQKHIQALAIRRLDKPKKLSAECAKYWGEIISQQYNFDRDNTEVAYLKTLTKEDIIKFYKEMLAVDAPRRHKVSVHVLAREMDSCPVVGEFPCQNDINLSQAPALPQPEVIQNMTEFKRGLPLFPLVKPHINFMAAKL
DNA FID counter – counter-screen for HCV NS3 helicase inhibitors: DNA intercalator displacement; DNA fluorescent intercalator displacement, fluorescence; 290,000 compounds, 0.17% hits; inhibition, % at 7.9 µM; in the data active means inhibition above about 37%;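 further: 0% = vehicle and 100% = reference compound; higher means more ethidium bromide displaced from hairpin DNA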
IMP-1 inhibitor – blocks Pseudomonas aeruginosa IMP-1 metallo-beta-lactamase; purified IMP-1, nitrocefin hydrolysis, epi-absorbance fluorescence; inhibition, % at 5.6 µM; 290,000 compounds, 0.45% hits;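 active means inhibition above the mean plus 3 SD of all compounds in the same screening run, cut at about 4.5% in these data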;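 further: 0% = IMP-1 with DMSO and 100% = DMSO wells lacking enzyme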
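Material – recombinant IMP-1 enzyme, purified · Amount – IMP-1 0.2 nM before substrate addition · Medium – HEPES buffer pH 7.1 with ZnSO4 and Brij 35 · Timing – 25 °C, 15 min preincubation, 25 min reaction · Measured by – plate fluorescence quenching by hydrolysis product, ex 480/em 530 nm · Read-out – percent enzyme inhibition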
VIM-2 inhibitor – inhibitors of Pseudomonas aeruginosa VIM-2 metallo-beta-lactamase. purified VIM-2, nitrocefin hydrolysis, epi-absorbance fluorescence. inhibition, % at 5.6 µM. 290,000 compounds, 0.89% hits. AID 1527;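 active means inhibition above the mean of all tested compounds plus 3 SD, cutoff set per screening run, cut at about 7.5% in these data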;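 further: red hydrolysis product quenches plate fluorescence so inhibitors raise well fluorescence; 0% = enzyme with DMSO and 100% = DMSO without enzyme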
p-CIP stab down – p/CIP protein destabilization. Q05BA5. F442A p/CIP-EGFP cells, EGFP fluorescence, 16 h. decrease of EGFP signal, % at 10 µM. 290,000 compounds, 0.01% hits. AID 1984;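 active means EGFP signal decrease of at least 30% at 10 µM or well 3 SD below plate mean, unless failing retest; inactive means the rest, including hits failing retest or dose response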; further: some compounds called inactive have numbers as strong as hits; many of its hits are not listed in these tables
M18AAP inhibitor – PfM18AAP enzyme inhibition. 290,000 compounds, 1.2% hits. recombinant PfM18AAP, H-Glu-NHMec fluorogenic cleavage. inhibition, % at 7.35 µM;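 active means inhibition above the campaign mean inhibition over all tested compounds plus 3 SD, cut at about 28% in these data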;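 further: 0% = plate median of test compound wells and 100% = 2 mM ZnCl2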
IDE cell activ – IDE (human) activation, cell-based; AID 493087; 340,000 compounds, 0.073% hits; activation, % at 5.96 µM; HEK cells, FAbeta-B cleavage, fluorescence polarization; 0% vehicle, 100% cell-free pure enzyme wells;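 active means activation above the mean of all tested compounds plus 3 SD, set per screening campaign, cut at about 17% in these data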
NS3 helicase inh – HCV NS3 helicase inhibition; NS3 helicase DNA unwinding, Cy5 molecular beacon fluorescence; 290,000 compounds, 0.56% hits; inhibition, % at 10.9 µM; AID 1800;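 active means inhibition above the mean of all tested compounds plus 3 SD, set per campaign, cut at about 35% in these data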;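 further: 0% = DMSO wells and 100% = thioflavine S control wells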
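Test system: hepatitis C virus NS3 helicase domain fragment enzyme. Also added: annealed dual-labelled DNA beacon duplex, ATP-started. Timing: 60 min unwinding reaction at 25 °C after ATP addition. Technique: Cy5 fluorescence. Measure: % inhibition of unwinding.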
UBC9 SUMO inh – inhibitors of human SUMOylation (UBC9). P63279. HTRF SUMOylation assay, SAE1/SAE2 + UBC9, in vitro. inhibition, % at 35 µM. 290,000 compounds, 0.36% hits; in the data active means inhibition above about 50%, passing the limit was not always enough; further: strong numbers were not always called active
Active calls of the source: *; nt = not tested or not shown.

SMILES	IDE cell inh	DNA FID counter	IMP-1 inhibitor	VIM-2 inhibitor	p-CIP stab down	M18AAP inhibitor	IDE cell activ	NS3 helicase inh	UBC9 SUMO inh
COc1cc(C)c(S(=O)(=O)NCc2cccs2)cc1C	-1	-11	-0.5	-2.0	-10	-2	5	-1	4
CC(=O)Cn1cnc2c(cnn2-c2ccccc2)c1=O	4	-2	-4.2	-1.7	-7	-1	1	-2	21
COc1ccccc1N1CCN(S(=O)(=O)Cc2ccccc2Cl)CC1	-3	-28	-2.2	1.0	-22	-3	1	0	17
O=C(c1ccc([N+](=O)[O-])cc1)c1cc2ccc(O)cc2oc1=O	-1	0	-4.4	-4.1	-9	20	4	-8	20
CN(CCOc1ccccc1)C(=O)C1CCN(C(=O)c2ccc(Cl)cc2)CC1	0	-44	-3.7	-2.0	-23	7	-1	-2	4
O=C(Nc1ccc(N=Nc2ccccc2)cc1)c1cccc(Cl)c1	9	3	-1.1	-1.0	2	2	10	-1	-16
CCOc1ccc(C(=O)c2ccc(OCC)c(N)c2)cc1N	1	-9	-1.0	-0.3	-2	-2	1	-14	-23
Cc1cc2nccc(-c3ccccn3)n2n1	1	5	0.6	-0.8	-1	-5	3	2	8
Cc1cc(C)n(-c2ccc(C(=O)Nc3ccc(N4CCOCC4)cc3)cc2)n1	5	-2	-2.0	-2.9	3	-15	5	-3	-20
Cc1ccccc1C(=O)NN1CC(C(=O)OCc2ccc(Cl)c(Cl)c2)CC1=O (configuration not stated)	-1	-40	-1.0	-1.8	-1	-12	-4	-12	6
O=C(CSc1nnnn1-c1cccc2c1CCCC2)N1CCCC1	2	-26	-6.4	-2.1	1	-1	-3	3	12
CCn1ccnc1CNC(=O)CC1C(=O)NCCN1Cc1ccc(F)cc1Cl (configuration not stated)	1	1	1.3	-4.4	5	34*	5	10	-7
COc1ccc(C(=O)NC2CCCc3c2cnn3-c2cccc(C)c2C)c(OC)n1 (configuration not stated)	-2	-60	-0.8	-1.8	-22	-5	6	-5	5
CN(C)CCNC(=O)c1ccccc1	-2	3	-1.9	-3.3	-4	-1	0	-2	1
Cc1ccc(C(=O)NC(NC(=O)c2ccc(C)cc2)C(Cl)Cl)cc1	3	-5	-3.2	-1.6	-2	-4	3	1	3
O=C(Nc1nncs1)c1cccnc1Cl	2	-3	-2.1	-1.6	-1	-8	0	-12	-8
O=C(c1cc(Cl)cc(Cl)c1)N1CCC(=O)N(C(COCc2ccccc2)Cc2ccccc2)CC1 (configuration not stated)	4	-45	-1.4	-4.0	0	-1	-1	0	-21
CCNc1cc(=O)n(C)c(=O)n1C	0	0	-2.7	-1.3	-5	1	6	-5	10
CNc1nc(-c2ccc3c(c2)CCN3S(=O)(=O)c2ccccc2)c(C)s1	1	0	-1.8	-2.0	3	0	6	-18	9
COc1cc2nc(Nc3cccc(F)c3)nc(N)c2cc1OC	-2	30	-2.7	-5.0	1	-2	1	-90	-14
COC(=O)c1ccccc1NC(=O)COC(=O)c1ccc(C)c(NC(=O)c2ccco2)c1	7	0	-4.0	-3.3	-1	-3	-1	-1	37
Cc1cc(NC(=O)/C=C/c2ccccc2Cl)n(-c2nc3ccccc3[nH]2)n1	0	0	-3.9	-6.0	-6	-1	0	0	-21
COc1ccc2[nH]c(=O)c(-c3noc(-c4ccccc4)n3)cc2c1	6	-12	-0.7	-1.6	61	4	6	1	33
CC1=CS(=O)(=O)CC1SC(=S)N(C)C1CCS(=O)(=O)C1 (configuration not stated)	0	0	-2.8	-2.9	4	-14	0	6	-7
Cc1ccc(C(=O)CSc2nnc(COc3cccc(C)c3)o2)cc1	8	-7	0.2	-1.4	-16	5	4	6	8
CC1(C)CC2CC(C)(CN2C(=O)COC(=O)Cn2[nH]c(=O)c3ccccc3c2=O)C1 (configuration not stated)	-1	-34	-3.3	-1.6	4	-5	-3	-1	6
CSCCC(N=C1NS(=O)(=O)c2ccccc21)C(=O)NCc1ccccc1F (configuration not stated)	-4	-10	-1.9	-0.1	-4	-6	7	5	18
N#Cc1nc(Cc2ccccc2)oc1N1CCC(C(N)=O)CC1	4	-11	-3.0	-1.4	-11	-4	2	32	2
O=C(Nc1ccc2nn(-c3ccccc3)nc2c1)c1ccc2c(c1)OCO2	-1	-2	-4.3	0.1	-4	2	-3	1	27
O=C(O)c1ccc2c(=O)n3cc(C(=O)c4ccccc4O)cc(Cl)c3nc2c1	3	-14	-2.0	-1.5	-12	2	-3	6	24
C=CCOc1ccc(/C=C2\SC(=Nc3cccnc3)NC2=O)cc1	6	-12	-2.5	-1.6	-2	5	-12	8	35
CC(C)COc1cc(=O)[nH]c(SCC(C)C)n1	7	-19	-3.1	1.9	-3	11	0	5	13
Cc1ccc(C(=O)Oc2coc(CSc3nnc(NC(=O)c4cccs4)s3)cc2=O)cc1C	2	5	-1.3	-1.9	-1	4	-1	2	2
Cc1ccc(NC(=O)Nc2ccc3c(c2)CCC3)c(C)c1	nt	-7	-2.1	-2.5	-5	0	-3	-5	7
Cc1ccc(-c2ccc(C3C(C#N)=C(N)Oc4n[nH]c(C)c43)o2)cc1 (configuration not stated)	2	-14	-2.0	-1.8	0	9	-3	40*	18
O=C(NC(=S)Nc1ccc2c(c1)OCCO2)c1ccccc1F	3	-6	-3.4	-3.2	-4	10	3	-6	4
Cc1nnc(N2C(=O)C(=O)/C(=C(/O)c3ccc4c(c3)OCCO4)C2c2ccc([N+](=O)[O-])cc2)s1 (configuration not stated)	3	-30	-3.1	-0.9	-6	26	1	24	15
COc1ccc(C2N(C(=O)N(C)C)CCN2S(=O)(=O)c2ccc(OC)cc2)cc1 (configuration not stated)	1	-29	-0.5	-0.5	-12	-1	5	-3	1
COc1ccc(OC)c(/C=N/N=C(\N)c2nonc2N)c1	-6	-9	-3.8	-3.1	-15	2	-2	-2	20
O=C(CCC(=O)N(CC(=O)NC1CCCCC1)CC1CCCO1)Nc1nccs1 (configuration not stated)	6	-22	-1.4	1.0	-5	-9	2	10	10
CCN(CC)c1ncnc2sc(C(=O)N3CCN(c4ccc(OC)cc4)CC3)c(C)c12	1	-6	-3.3	-1.7	3	0	-3	3	7
O=c1c2ccccc2cnn1-c1ccc(Br)cc1	3	-1	-1.8	-2.2	-8	2	3	2	28
CCCCNC(=O)c1onc(CSc2cccc(F)c2)c1C(=O)O	3	-18	-2.2	-2.1	-4	3	7	0	-7
CN1CCC(NC(=O)c2cc(-c3cccc(Br)c3)nc3ccccc23)CC1	-2	36	1.2	3.8	-4	1	1	-10	-2
Cc1ccc(N2C(=O)[C@@H]3C(c4cccnc4)=NO[C@@H]3C2=O)c(C)c1	-3	-7	-2.9	-2.7	3	-7	5	5	8
Cn1nccc1C(=O)NC1CCN(Cc2ccccc2)CC1	-7	-6	-3.5	-3.0	2	4	2	-1	6
CCOc1cccc(C2C(C(=O)c3cccs3)=C(O)C(=O)N2Cc2cccnc2)c1 (configuration not stated)	0	-25	-2.5	-1.0	-16	-4	7	16	14
CCOC(=O)N1CCN(c2c(NCCc3ccccc3)c(=O)c2=O)CC1	4	0	-4.3	-3.5	-1	-2	7	6	4
COC(=O)c1nc2cc(C)ccn2c1F	-4	6	-1.3	0.8	2	4	3	-3	16
COc1ccccc1NC(=O)CN(Cc1ccccc1)S(C)(=O)=O	0	-5	-3.8	-0.7	-1	-6	5	8	-10
O=C(CSc1nnc(-c2ccccn2)o1)Nc1ccccc1	-6	-1	-3.1	-4.4	-6	4	5	-8	3
Cc1cccn2c(=O)c3cc(C(=O)NCCN4CCOCC4)c(=N)n(CCc4ccccc4)c3nc12	5	18	-3.8	-0.1	-23	2	1	-27	25
CC(=O)N1CCc2cc(S(=O)(=O)NCCC(=O)Nc3cccc(C)c3)ccc21	5	-3	-2.9	-1.4	1	4	4	3	14
CCO[C@@H]1OC(C(=O)N2CCCCCCC2)=C[C@H](c2ccc3c(c2)OCO3)[C@H]1CCCO	-2	-38	3.2	0.8	-13	0	4	6	15
CCOC(=O)c1cc(-c2cccc(C(F)(F)F)c2)nc2nc(SC)[nH]c(=O)c12	8	-19	-1.3	-2.7	-19	3	2	16	24
CSC1=NSC2=NC(=O)/C(=C\c3coc4ccccc4c3=O)C(=N)N12	43*	-18	-1.2	-2.5	6	5	-63	20	-4
Nc1nc(COc2ccc(F)cc2Cl)nc(N2CCCCC2)n1	9	-9	-3.5	-2.7	3	4	3	0	-8
CCOc1ccccc1NC(=O)Cn1cnc2c(nnn2-c2cccc(OC)c2)c1=O	0	-8	-2.8	-1.9	-4	-1	4	13	27
CC(=O)C1=NN(c2ccccc2)C(c2cccs2)N1c1ccccc1 (configuration not stated)	12	-5	-5.7	-5.8	-15	2	nt	4	6
CCOC(=O)N1C2=NC(C(=O)OC)=C(C(=O)OC)[C@@H]3N(C)c4ccccc4[C@]23C[C@H]1C(=O)OC	5	nt	nt	nt	-5	nt	-5	nt	16

Carrying on.
SMILES	IDE cell inh	DNA FID counter	IMP-1 inhibitor	VIM-2 inhibitor	p-CIP stab down	M18AAP inhibitor	IDE cell activ	NS3 helicase inh	UBC9 SUMO inh
CC(C)N(CCCNC(=O)C1CCN(S(=O)(=O)N2CCOCC2)CC1)Cc1ccccc1	1	4	-2.7	-1.3	-4	-13	-1	-2	-21
Cc1cc(-c2ccccc2)n(-c2cc(N/N=C/c3ccccc3O)ncn2)n1	-7	-17	-1.9	-2.9	-7	-3	4	-6	-29
COCCCn1c(SCC(=O)NNC(=O)c2cccc(O)c2)nnc1-c1ccncc1	0	-3	-0.7	-0.3	-16	-3	1	-2	1
COC(=O)CNC(c1ccccc1)c1cc(Br)ccc1NS(=O)(=O)c1ccc(C)cc1 (configuration not stated)	-1	-5	-0.3	-1.3	-12	-4	4	12	-15
CS(=O)(=O)c1nc2c(cc1C#N)CCCC2	-1	3	0.2	1.8	-6	-3	3	-11	10
COC(=O)C1=C(C)N(CCc2cc(OC)c(OC)c(OC)c2)C(=O)N[C@H]1c1cccs1	7	-44	-3.7	-2.9	-2	-4	nt	-3	2
O=C(C[n+]1cccc(C(=O)Nc2ccccc2)c1)c1ccc([N+](=O)[O-])cc1	3	19	-2.6	-1.3	-5	-20	0	-20	8
N#Cc1c(N)nc(SCc2ccncc2)c(C#N)c1-c1cccs1	4	1	-2.4	-3.5	4	5	-14	-16	-4
Cc1ccc(-c2nc3c(Cl)cc(Cl)cc3c(=O)n2O)cc1	4	-10	-0.2	-2.4	-3	-1	3	36*	14

Some of these compounds in order of the VIM-2 inhibitor value, rising.
molecule | IDE cell inh | IMP-1 inhibitor | VIM-2 inhibitor | p-CIP stab down | M18AAP inhibitor | IDE cell activ | NS3 helicase inh | UBC9 SUMO inh
N#Cc1c(N)nc(SCc2ccncc2)c(C#N)c1-c1cccs1 | 4 | -2.4 | -3.5 | 4 | 5 | -14 | -16 | -4
Cc1cc(-c2ccccc2)n(-c2cc(N/N=C/c3ccccc3O)ncn2)n1 | -7 | -1.9 | -2.9 | -7 | -3 | 4 | -6 | -29
O=C(C[n+]1cccc(C(=O)Nc2ccccc2)c1)c1ccc([N+](=O)[O-])cc1 | 3 | -2.6 | -1.3 | -5 | -20 | 0 | -20 | 8
